Rac1 GTP hydrolysis: MgcRacGAP GTPase-activating activity inhibitors, confirmation, biochemical, ADP Hunter fluorescence. Rac GTPase-activating protein 1 (Homo sapiens). MgcRacGAP-stimulated Rac1 GTP hydrolysis, ADP Hunter fluorescence; higher % means a stronger effect; GST-tagged Rac1 F28L mutant substrate. inhibition, % at 30 µM, or IC50 in µM where a hit was titrated. 0.6% of 340,000 active. AID 624330, 2012;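 active = first-screen hits whose inhibition reached a set limit at any dose in the follow-up dose series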;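 also: fluorescence reports GDP produced by GAP-driven GTP hydrolysis; strong numbers were not always called active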
Myeloid diff MLP: induction of myeloid progenitor differentiation, primary screen, cell-based, flow cytometry, MLPCN library | ER-HoxA9 myeloid progenitors, lysozyme-GFP differentiation | calls only at 10 µM | 1% of 360,000 active | AID 624256, 2012;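 active = normalized GFP-positive differentiation at or above the plate's own cutoff, the solvent-only control mean plus 3 SD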;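 also: cells exposed to compound for four days before flow analysis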
West Nile antiviral: West Nile virus antiviral activity, cell-based, CPE readout (AID 1621); West Nile virus-infected cells, CPE inhibition; higher % means a stronger effect; one-dose CPE inhibition, % at 10 µM; IC50 in µM for titrated hits; 0.02% of 290,000 active; in the data active = a potency from the dose series; also: strong numbers were not always called active
WT yeast gro inh: growth inhibition of WT strain, primary screen, mitochondrial fusion inhibitor project, WT and mutant strains, chemical genetic; mitochondrial fusion phenotypic screen; inhibition, % at 10 µM; 2.1% of 190,000 active; AID 1362, 2008; in the data active = inhibition above about 58%; tested in S. cerevisiae
PhoP inhibition: inhibitors of PhoP regulon expression, primary screen, Salmonella Typhimurium, GFP reporter (AID 1863) | inhibition, % at 50 µM, or IC50 in µM where a hit was titrated | 0.16% of 300,000 active | S. Typhimurium PhoP-regulated promoter GFP reporter, 4 h; higher % means a stronger effect;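 active = inhibition over 29.93%, a cutoff 3 SD above the screen mean, later confirmed by dose response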;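 also: 0% = low Mg2+ inducing control and 100% = high Mg2+ repressing control; strong numbers were not always called active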
T cell modulator: modulators of CD8 T cell-vesicle binding, primary screen, mouse 2C CD8+ T cells, flow cytometry. 2C CD8+ T cell-vesicle binding; hits give low values. calls only at 7 µM. 0.068% of 330,000 active;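 active = response, share of CD8 T cells binding vesicles, and their 90th percentile fluorescence all below set limits, cut at about 80% in these data, passing the limit was not always enough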
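Benchmarks: naked versus QL9-loaded vesicles / Assay system: purified 2C TCR transgenic mouse naive CD8+ T cells / Technique: high-throughput flow cytometry with anti-B7-1 and anti-CD8 staining / Timing: Cell–vesicle co-incubation 1.5 h at 37 °C, staining 20 min on ice / Read-out: percent CD8+ FL2 mean versus row control / Probe or stimulus: QL9-loaded Drosophila micro-vesicles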
b-catenin transl: modulators of beta-catenin nuclear translocation, primary screen, imaging, HeLa cells, immunofluorescence, high-content | nuclear translocation activity, % at 5 µM | 0.3% of 190,000 active | AID 1665, 2009;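 active = nuclear translocation activity above 50% at 5 µM, with a well cell count of 50 or more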;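 also: per-cell ratio of nuclear to cytoplasmic median beta-catenin stain intensity; plate controls were DMSO negative control for no effect and GSK-3 inhibitor IX positive control for full effect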
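Technique: fluorescence imaging of beta-catenin antibody stain plus DAPI / Material: human HeLa cell line / Incubation: compound treatment 24 h, 37°C, 5% CO2 / Read-out basis: % activation of per-cell nuclear versus cytoplasmic median beta-catenin signal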
SV40 large T antigen: SV40 large T antigen inhibitors, biochemical (AID 1903) | SV40 large T antigen ATPase/helicase inhibition assay; higher % means a stronger effect | one-dose inhibition, % at 20 µM; IC50 in µM for titrated hits | 0.39% of 310,000 active; in the data active = a potency from the dose series; also: strong numbers were not always called active
RSV antiviral HEp-2: RSV antiviral activity via CPE protection, HEp-2 cells, primary 10 µM value included (AID 2391); HEp-2 cells, RSV-induced CPE inhibition; higher % means a stronger effect; CPE inhibition, % at 10 µM, or IC50 in µM where a hit was titrated; 0.13% of 310,000 active; in the data active = a potency from the dose series; also: strong numbers were not always called active
WT yeast gro inh mutant strain: further read-out of WT yeast gro inh, marked with its call; inhibition, %; mitochondrial fusion phenotypic screen, mutant strain inhibition
b-catenin transl cell count 5 µM: second read-out of b-catenin transl, no call of its own (marks repeat the call); cell count; measured here: cell count, cytotoxicity flag
T cell modulator vesicle-bound %: also measured in T cell modulator; calls as there; double positive events, %; measured here: CD8+ vesicle-bound cell fraction;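 binding gate set so that unloaded-vesicle control wells show 10% double positive cells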
Myeloid diff MLP GFP+ MAC1+ %: also measured in Myeloid diff MLP; calls as there; GFP+ MAC1+ double positive, %; measured here: differentiation confirmed by MAC1 staining
Active calls of the source: *; i = inactive; / = not tested or not shown; + = active, no number; & = joins results of further samples.

SMILES | Rac1 GTP hydrolysis | Myeloid diff MLP | Myeloid diff MLP GFP+ MAC1+ % | West Nile antiviral | WT yeast gro inh | WT yeast gro inh mutant strain | PhoP inhibition | T cell modulator | T cell modulator vesicle-bound % | b-catenin transl | b-catenin transl cell count 5 µM | SV40 large T antigen | RSV antiviral HEp-2
Cc1cccc(NC(=O)c2ccc(NCC3CCCO3)c([N+](=O)[O-])c2)c1 (stereo unspecified) | 2.1% | i | 0.3 | -0.6% | 10.6 | -20.4 | -7.1% | i | 60.1 | -0.8 | 973 | 3.5% | 2.1%
O=[N+]([O-])c1cccn2cc(-c3ccc(Br)cc3)nc12 | 5.8% | + | 1.2* | -1.0% | 13.4 | 5.1 | -5.8% | i | 37.2 | 1.5 | 905 | 2.9% | 2.8%
Cc1nn(-c2ccccc2)c(N)c1Sc1ccc([N+](=O)[O-])cc1 | 3.4% | i | 0.3 | -1.0% | -0.5 | -8.7 | 0.6% | i | 49.6 | -0.1 | 1000 | -2.9% | 12.1%
COc1cccc(C2=NOC(C(=O)Nc3cc(C)nn3-c3ccccc3)C2)c1OC (stereo unspecified) | 7.7% | i | 2.3 | -0.5% | 0.1 | 0.9 | -3.0% | i | 34.9 | 1.8 | 1080 | 2.5%&23.0% | 2.4%
COc1cc(C(c2sc3nc(C)nn3c2O)N2CC(C)OC(C)C2)cc(OC)c1OC (stereo unspecified) | 6.5% | i | 0.8 | 0.2% | -5.8 | 1.1 | 3.2% | i | 27.9 | -1.2 | 1170 | 4.6% | 0.5%
CCc1ccc(S(=O)(=O)NCc2csc(-c3cccnc3)n2)s1 | 10.9% | i | 3.5 | 1.0% | 8.8 | -4.8 | 1.7% | i | 24.1 | 2.6 | 1030 | 5.0% | 0.2%
O=C(NC(=S)Nc1cccc(NC(=O)c2ccc(Cl)cc2Cl)c1)c1cccs1 | 13.1% | i | 0.5 | 0.8% | 28.7 | 13.7 | 1.2% | i | 48.4 | / | / | -3.6% | 3.3%
CCOc1ccc2[nH]c(=O)c(C(c3nnnn3CCOC)N3CCOCC3)cc2c1 (stereo unspecified) | -1.4% | i | 0.5 | 0.3% | 1.7 | 0.7 | -6.5% | i | 11.4 | -2.7 | 1140 | 13.2% | 0.9%
c1cnc2cc(-c3ccsc3)ncc2c1 | 9.9% | i | 1.2 | / | / | / | / | i | 36.1 | / | / | / | 0.7%
Cc1ccc(C(C)C)c(OCCN2CCc3ccccc3C2)c1 | 0.0% | i | 0.8 | -0.9% | / | / | -4.2% | i | 49.4 | / | / | 30.6% | 3.6%
CC(C)Cc1cc(C(=O)Nc2cccnc2)no1 | -1.2% | i | 1.9 | -0.1% | 23.2 | 20.5 | 5.9% | i | 50.3 | / | / | 5.2% | 2.7%
CN(C)c1ccc(C(=O)N2CCNC(=O)C2CC(=O)Nc2ccc(F)cc2)cc1 (stereo unspecified) | 1.0% | i | 1.9 | -0.5% | / | / | -1.8% | i | 29.5 | / | / | 14.4% | 1.5%
O=C(CCCc1nc(-c2ccc(Cl)cc2)no1)Nc1cccnc1 | 0.1% | i | 1.3 | 0.3% | 6.4 | 21.4 | -5.6% | i | 15.9 | / | / | 6.5% | -0.3%
COCCN(CCOC)C(=O)c1sc2nc(-c3ccccc3)cn2c1C | 6.7% | i | 2.2 | -0.7% | 1.5 | 11.5 | -2.0% | i | 37.9 | -1.0 | 1071 | 3.0% | 0.3%
COc1cccc(CN2CCN(Cc3ccc(C)o3)CC2CCO)c1 (stereo unspecified) | 1.3% | i | 0.6 | 0.0% | 0.1 | 3.4 | -6.0% | i | 42.2 | -2.7 | 1090 | 13.6% | -2.7%
C/C(=N/NC(=O)c1ccco1)c1ccc(NC(=O)c2ccc(Br)o2)cc1 | 3.7% | i | 4.9 | -0.3% | / | / | 6.1% | i | 16.8 | / | / | 11.8% | 0.1%
CC(=O)c1cccc(OCc2cc(C(=O)N(C)CCC3CCOCC3)no2)c1 | 1.5% | i | 3.3 | -0.2% | / | / | -5.5% | i | 17.9 | / | / | / | 2.9%
CN(C)S(=O)(=O)c1ccc2oc(SCC(N)=O)nc2c1 | 6.2% | i | 1.6 | 0.4% | 20.2 | 24.7 | -4.9% | i | 29.3 | -1.8 | 1239 | 20.4% | -0.4%
O=C(C1=C(O)C(=O)N(CC2CCCO2)C1c1ccccc1)c1ccco1 (stereo unspecified) | 1.7% | i | 0.2 | -0.4% | / | / | -2.8% | i | 28.1 | / | / | 7.1% | 1.0%
Cc1[nH]c2ccc(Br)cc2c(=O)c1CN1CCCCC1 | 11.0% | i | 0.7 | -0.2% | -2.3 | 2.8 | -0.5% | i | 20.1 | -3.5 | 976 | 13.9% | 7.7%
O=C(NC1CCCCC1)C(c1ccncc1)N(C(=O)c1csnn1)c1ccc(F)cc1 (stereo unspecified) | 0.4% | i | 0.4 | 0.2% | / | / | 0.3% | i | 33.7 | / | / | 3.2% | 0.6%
CNC(=O)[C@@]1(Cc2ccccc2)C=C[C@@H](C)N1C(=O)OC | 4.9% | i | 2.1 | 2.2% | / | / | 0.7% | i | 15.3 | / | / | -3.8% | 1.1%
COc1ccccc1/C=C1/C(=O)ON=C1C | 4.7% | i | 0.3 | 0.3% | / | / | -1.5% | i | 27.1 | / | / | 23.8% | 2.5%
Cc1ccc2c(c1)sc1nc(=O)n(-c3ccccc3)c(=O)n12 | 11.9% | i | 0.7 | -0.7% | / | / | -2.4% | i | 51.0 | 5.3 | 991 | 6.8% | 11.5%
Cc1ccc(CN2CCC(Oc3cccc(C(=O)NCc4cccnc4)c3)CC2)o1 | 14.3% | + | 3.5* | -0.8% | / | / | -4.6% | i | 36.2 | / | / | -2.1% | -0.9%

Continued; it opens with the three that closed the last part.
SMILES | Rac1 GTP hydrolysis | Myeloid diff MLP | Myeloid diff MLP GFP+ MAC1+ % | West Nile antiviral | WT yeast gro inh | WT yeast gro inh mutant strain | PhoP inhibition | T cell modulator | T cell modulator vesicle-bound % | b-catenin transl | b-catenin transl cell count 5 µM | SV40 large T antigen | RSV antiviral HEp-2
COc1ccccc1/C=C1/C(=O)ON=C1C | 4.7% | i | 0.3 | 0.3% | / | / | -1.5% | i | 27.1 | / | / | 23.8% | 2.5%
Cc1ccc2c(c1)sc1nc(=O)n(-c3ccccc3)c(=O)n12 | 11.9% | i | 0.7 | -0.7% | / | / | -2.4% | i | 51.0 | 5.3 | 991 | 6.8% | 11.5%
Cc1ccc(CN2CCC(Oc3cccc(C(=O)NCc4cccnc4)c3)CC2)o1 | 14.3% | + | 3.5* | -0.8% | / | / | -4.6% | i | 36.2 | / | / | -2.1% | -0.9%
COc1ccc(N2CCN(CC(=O)Nc3cc(C)on3)CC2)cc1 | 26.9% | i | 0.8 | -0.3% | 2.8 | 18.1 | 2.7% | i | 46.6 | -2.3 | 1217 | 12.3% | 0.7%
Cc1ccc(-c2nnc(NC(=O)Cc3ccc(F)cc3)o2)c(C)c1 | 9.6% | i | 1.3 | 0.3% | / | / | 10.2% | i | 40.2 | / | / | 13.7% | -1.7%
CCOC(=O)c1ccc(NC(=S)NNC(=O)C2(C)CC2(Cl)Cl)cc1 (stereo unspecified) | 15.4% | i | 0.8 | 0.1% | -8.9 | 5.0 | -2.2% | i | 31.2 | -1.4 | 1091 | 22.1% | 1.0%
CC(=O)C1C(c2ccc(Br)cc2)C2C(C)=NN=C2CC1(C)O (stereo unspecified) | 6.1% | i | 0.2 | -0.4% | -6.4 | 9.0 | -13.4% | i | 66.2 | -0.3 | 1111 | -1.1% | 1.2%
CC1Cc2nc(SCC(=O)N3CCN(c4ccccc4)CC3)n(C)c(=O)c2S1 (stereo unspecified) | 9.5% | i | 4.5 | -0.1% | 1.9 | 0.9 | 1.3% | i | 18.7 | -2.3 | 1076 | 7.3% | 1.2%
Cc1ccc(-c2cc(=O)[nH][nH]2)c(C)c1 | -8.5% | i | 1.6 | -0.1% | 5.6 | 12.3 | 19.2% | i | 30.3 | / | / | 33.0% | 0.7%
CCCc1cc(C(=O)Nc2ccccc2C(=O)OC)no1 | -2.3% | i | 2.3 | 0.4% | 28.1 | -8.4 | -6.6% | i | 19.2 | -3.3 | 1177 | 8.2% | 3.1%
CCN(CC)C(=O)CSc1ncnc2sc(-c3ccccc3)cc12 | 8.6% | i | 0.7 | 2.8% | 12.3 | -70.0 | 2.4% | i | 35.2 | -5.8 | 1272 | 16.9% | 0.0%
COC(=O)c1cc2cc(OC)ccc2n1C | 7.8% | i | 0.4 | / | / | / | / | i | 37.0 | / | / | / | 0.6%
Cc1cc(C)cc(N2C(=O)CC(Sc3nnnn3-c3ccccc3)C2=O)c1 (stereo unspecified) | 20.1% | i | 4.9 | 3.0% | 19.7 | 24.4 | -12.2% | i | 9.8 | -2.2 | 1358 | 10.6% | -3.7%
O=C(Nc1nnc(-c2ccc3c(c2)OCCO3)o1)c1ccc(Cc2ccccc2)cc1 | 6.5% | i | 1.2 | 0.7% | 61.1* | 32.4* | -1.1% | i | 47.7 | / | / | 15.3% | -0.4%
Cc1cc(NC(=O)COC(=O)c2n[nH]c3ccccc23)no1 | 7.8% | i | 1.3 | -0.5% | -1.2 | 4.2 | 9.4% | i | 18.4 | -0.9 | 1350 | 17.2% | 3.1%
O=C(c1cc2cc(Cl)ccc2o1)N1CCCC1 | 4.9% | i | 0.4 | -0.4% | / | / | -3.1% | i | 33.0 | / | / | 5.3% | 6.1%
c1ccc(C(Cc2nc(-c3ccccn3)no2)c2ccccc2)cc1 | 3.2% | i | 1.0 | 0.9% | 4.4 | 4.2 | 1.5% | i | 33.5 | -1.1 | 1106 | 5.4% | 2.0%
CCCCC(=O)Nc1nc2ccc3nc(C)sc3c2s1 | 3.6% | i | 2.2 | 0.0% | 24.6 | 8.7 | 7.4% | i | 25.6 | -3.8 | 1210 | 1.1% | 1.2%
O=C(/C=C/c1ccccc1)Oc1ccc(C(=S)N2CCOCC2)cc1 | 3.0% | i | 0.5 | -0.1% | -13.3 | -11.4 | -3.0% | i | 47.2 | 0.4 | 1076 | 4.0% | 3.3%

Compound activity deposited in PubChem by several laboratories.
